Source: PubChem BioAssay
AID2073: inhibitors of Mint1-CaV2.2 protein interaction, biochemical, HTRF (AID 2073) | HTRF protein-protein interaction, Mint1-CaV2.2; higher % means a stronger effect | inhibition, % at 20 µM, or IC50 in µM where a hit was titrated | 290,000 tested, 0.19% active; in the data active = inhibition mostly above about 51%, no sharp cut-off; inconclusive = no clear call, values can overlap the other calls; inactive = mostly below about 53%; note: some results filed as inactive read as strong as hits
Autophagy mod: modulators of autophagy. 190,000 tested, 0.98% active. MEF GFP-LC3 puncta imaging; test concentration mostly 10 µM. AID 463193. calls only at 10 µM (by protocol);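 active = percentage of spot-positive cells more than 3 SD above its plate mean, without a fluorescence outlier flag or 80% toxicity; inconclusive = no clear call, values can overlap the other calls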;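 note: spot-positive cell cutoff set from DMSO-treated cells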
LYP phosphatase: inhibitors of LYP phosphatase, biochemical, fluorescence intensity, uHTS (AID 1779). recombinant LYP phosphatase, fluorescence intensity; higher % means a stronger effect. inhibition, % at 11.5 µM, or IC50 in µM where a hit was titrated. 290,000 tested, 0.054% active; in the data active = inhibition above about 50%;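 note: plate controls were vehicle with enzyme for no effect and no enzyme for full effect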
WT yeast gro inh: growth inhibition of WT yeast, mitochondrial fusion screen; mitochondrial fusion phenotypic screen, WT strain; inhibition, % at 10 µM; 190,000 tested, 2.1% active; in the data active = inhibition above about 58%; tested in S. cerevisiae
NS5 inhibitors: flavivirus cap methylation enzyme inhibition – biochemical, confirmation dose response, primary screen (AID 588689); Dengue-2 NS5 methyltransferase capping enzyme assay, biochemical; higher % means a stronger effect; inhibition, % at 25 µM, or IC50 in µM where a hit was titrated; 340,000 tested, 0.3% active; in the data active = a potency from the dose series; inconclusive = inhibition above about 29% without an active follow-up result
NTR1 ag: NTR1-driven beta-arrestin-GFP spot formation – imaging, U2OS cells, high content, primary screen (AID 493036); 330,000 tested, 0.17% active; activation, % at 20 µM; agonist mode;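 active = activation at or above 40% of the spot to cytoplasm intensity ratio, with at least 20 cells analyzed; inconclusive = wells under 20 cells, flagged as cytotoxic or low count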;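 note: 0% = DMSO without peptide and 100% = 100 nM NTR1 peptide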
Target sequence (P30989 whole entry, looked up): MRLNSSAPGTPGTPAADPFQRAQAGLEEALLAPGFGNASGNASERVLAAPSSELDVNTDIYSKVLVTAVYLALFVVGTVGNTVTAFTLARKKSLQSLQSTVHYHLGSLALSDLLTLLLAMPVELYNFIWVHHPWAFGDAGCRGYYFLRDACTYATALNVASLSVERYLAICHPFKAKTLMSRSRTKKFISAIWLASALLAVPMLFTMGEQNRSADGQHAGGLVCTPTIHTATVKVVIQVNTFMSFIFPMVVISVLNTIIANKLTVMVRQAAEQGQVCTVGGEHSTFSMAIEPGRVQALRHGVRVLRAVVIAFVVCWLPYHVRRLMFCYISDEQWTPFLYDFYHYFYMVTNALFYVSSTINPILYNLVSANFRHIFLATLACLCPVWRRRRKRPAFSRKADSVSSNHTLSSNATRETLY
RSV CPE inhibition: inhibition of RSV-induced cytopathic effect – HEp-2 cells, primary 10 µM value included (AID 2391); CPE inhibition, % at 10 µM; hits with a dose series show IC50 in µM; 310,000 tested, 0.13% active; HEp-2 cells, RSV-induced CPE inhibition; higher % means a stronger effect; in the data active = a potency from the dose series; inconclusive = CPE inhibition mostly from about 23% at the one dose, without a potency; inactive = the rest, 99 in 100 with CPE inhibition below about 21%; note: strong numbers were not always called active
GPR35 arrestin U2OS: inhibition of zaprinast-stimulated GPR35 beta-arrestin translocation – imaging, U2OS, beta-arrestin-GFP, zaprinast agonist, primary screen (AID 2058) | U2OS GPR35 beta-arrestin-GFP translocation imaging, zaprinast antagonism; higher % means a stronger effect | one-dose inhibition, % at 10 µM; IC50 in µM for titrated hits | 290,000 tested, 0.052% active;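 active = inhibition of at least 50% with at least 30 cells and total cytoplasm GFP at most 10,000,000; inconclusive = under 30 cells or total GFP of 10,000,000 plus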
K1F lysis inhibition: inhibition of K1F phage lysis, E. coli UTI89, bacterial capsule biogenesis inhibitors, alamar blue (AID 488966); E. coli UTI89 K1F phage lysis, alamar blue, 2 h; higher % means a stronger effect; inhibition, % at 100 µM, or IC50 in µM where a hit was titrated; 340,000 tested, 0.02% active;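 active = phage lysis inhibition, versus mean bacterial control, above a set limit; inconclusive = no clear call, values can overlap the other calls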;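 note: capsule biogenesis inhibitors block K1F phage lysis so surviving cells raise fluorescence; higher fluorescence means more inhibition of phage lysis; actives were called in the ten point dose series up to 300 µM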
WT yeast gro inh mutant strain: also measured in WT yeast gro inh; calls as there; inhibition, %; mitochondrial fusion phenotypic screen, mutant strain inhibition
Autophagy mod cell loss 18 h: second read-out of Autophagy mod, no call of its own (marks repeat the call); toxicity, %; measured here: cell loss, nuclei count;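 cell loss after 18 h compound exposure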
NTR1 ag cell count 20 µM: second read-out of NTR1 ag, no call of its own (marks repeat the call); cell count; measured here: cell count, cytotoxicity flag
NS5 inhibitors pilot replicate: also measured in NS5 inhibitors; calls as there; inhibition, %; measured here: pilot screen replicate inhibition
Active calls of the source: *; i = inactive; ? = inconclusive; · = not tested or not shown; & = joins results of further samples; [ ] = dose if it differs, or a comment. This is a subset; count on the stated rates, not on these rows.

SMILES	AID2073	Autophagy mod	Autophagy mod cell loss 18 h	LYP phosphatase	WT yeast gro inh	WT yeast gro inh mutant strain	NS5 inhibitors	NTR1 ag	NTR1 ag cell count 20 µM	RSV CPE inhibition	GPR35 arrestin U2OS	K1F lysis inhibition	others
O=C1/C(=C\c2cc3c(cc2Br)OCO3)N2CCC1CC2	14%	i	1	-1%	-7	10	-7%	2.1	55	0.1%	-8%	3.6%
CCOCCc1c(O)[nH]c(=S)[nH]c1=O	48%	i	3	-7%	-19	5	-2%	0.9	33	1.0%	21%	1.5%
CCOc1ccc2nc(N3CCC(C(=O)N4CCC5(CC4)OCCO5)CC3)sc2c1	1%	i	-4	-8%	-6	-25	2%	1.1	80	?	0%	-1.1%
CC(NCc1ccc(Cl)cc1Cl)C(O)c1ccccc1 (stereo not given)	-2%	i	12	-10%	4	-2	0%	-0.7	39	0.0%	15%	0.3%
CCCCC(CC)COCCCN=Cc1c(O)[nH]c(=S)[nH]c1=O (stereo not given)	0%	·	·	-5%	·	·	·	2.4	38	5.2%	8%	·
CN1CCC(O)(c2cccs2)C(C(=O)c2cccs2)C1 (stereo not given)	4%	·	·	-9%	·	·	1%	0.3	67	1.4%	2%	0.3%	NS5 inhibitors pilot replicate=-0.6
C/C=C(\C)C(=O)N[C@@H](c1ccccc1)[C@@H](O)C(=O)O[C@H]1C[C@@]2(O)[C@@H](OC(=O)c3ccccc3)C3[C@](C)(C(=O)[C@H](OC(C)=O)C(=C1C)C2(C)C)[C@@H](O)C[C@H]1OC[C@@]31OC(C)=O (stereo not given in full)	-3%	·	·	-5%	·	·	·	-2.6	71	-0.5%	-3%	·
N=c1c2c(n(Cc3ccc(Cl)cc3Cl)c3c1CCC3)CCCC2	-10%	i	16	-2%	70*	63*	-3%	1.3	59	13%	-3%	0.5%
COC(=O)[C@@H]1[C@@H](C(=O)OC)C2(c3ccccc3-c3ccccc32)N(c2ccc(Cl)cc2)N1C#N	-3%	·	·	4%	51	-18	18%	35	55	-2.1%	-9%	-0.4%
C=C[C@@]12CN(C)[C@H]3[C@H]1[C@@]1(C(=O)Nc4ccccc41)C1CC2[C@@H]3CO1	·	·	·	·	·	·	-1%	0.1	66	-1.3%	·	0.8%
COc1ccc(OCC(=O)N2CCN(Cc3c[nH]c4ccccc34)CC2)cc1	9%	i	14	-5%	-3	-11	-6%	·	·	·	-8%	-0.1%
CC(=O)N1CCN(CC(=O)Nc2ccc(C#N)c(Cl)c2)CC1	6%	i	-1	1%	-6	2	-11%	1.3	43	1.8%	1%	0.4%
C=CCn1c(O)c(C(CC)=NCCCO)c(=O)[nH]c1=O	-1%	i	-33	-1%	1	-10	3%	-0.2	42	-1.5%	-6%	0.3%
Cc1cc(N2CCN(C)CC2)nc2ccccc12	-4%	·	·	-6%	·	·	1%	-1.4	95	-0.3%	3%	0.0%
CC(=O)Nc1ccccc1C(=O)OCC(=O)c1cccc2ccccc12	5%	i	1	5%	-14	2	-5%	6.3	83	0.8%	18%	0.0%
CN1CCN(C(=O)Cc2ccccc2)CC1	6%	·	·	-9%	·	·	2%	-0.7	50	·	0%	-0.6%
Cc1ccc(C2C(S(C)(=O)=O)=C(O)C(=O)N2c2ccccc2)cc1 (stereo not given) (tested in a mixture with another compound)	-4%	i	-5	-4%	-2	25	1%	-1.1	51	0.7%	-10%	0.3%
CC1CCN(CC(=O)c2cccc(C(F)(F)F)c2)CC1	-3%	·	·	0%	·	·	-10%	0.3	105	0.8%	1%	-0.1%
CCCCn1c(O)c(C(C)=NCCCn2ccnc2)c(=O)[nH]c1=O	-1%	i	3	1%	-1	2	-6%	1.6	79	0.9%	-5%	0.4%	NS5 inhibitors pilot replicate=-1.8
c1ccc2oc(N3CCNCC3)nc2c1	-4%	i	-1	-3%	2	-3	-4%	-1.1	49	6.0%	9%	1.2%
Cc1cc(C(=O)C[N+]23CCN(CC2)CC3)c(C)n1-c1ccc(Br)cc1	14%	i	-4	-3%	-5	-3	·	-0.9	95	-0.9%	1%	0.9%
CC(=O)N1CCN(CCN=Cc2c(O)n(-c3ccc(C)cc3)c(=S)[nH]c2=O)CC1	-2%	·	·	-1%	·	·	-8%	-0.1	89	0.7%	8%	0.2%
CC(=O)c1cc(C(C)=O)c(C)[n+](C)c1C	-10%	·	·	-7%	·	·	-13%	-0.4	49	-0.3%	0%	-0.2%
CCOCCCN=Cc1c(O)n(Cc2ccccc2)c(=O)[nH]c1=O	-8%	i	13	-4%	9	10	-4%	0.2	58	1.2%	1%	0.2%
COc1ccc(-n2c(O)c(/C(C)=N/Nc3ccccc3)c(=O)[nH]c2=O)cc1	1%	·	·	8%	·	·	2%	-1.4	40	5.0%	-5%	-1.8%
CN1CCC(OC(=O)Cc2ccccc2)CC1	2%	i	-2	-3%	-25	-8	-4%	-1.6	70	1.4%	10%	0.1%
CC(C)(C)c1cc([N+](=O)[O-])cc(C(C)(C)C)c1O	0%	i	4	6%	81	83	·	0.3	75	22%	14%	·
O=c1[nH]c(=S)[nH]c(O)c1N=Nc1cc(S(=O)(=O)Nc2ccc(Cl)cc2)ccc1Cl	·	·	·	·	·	·	1%	7.8	93	4.2%	·	-1.6%[50 µM]
OCCOc1ccccc1	·	·	·	·	·	·	4%	1.0	75	1.1%	·	4.1%
CCOC(=O)C1(CCc2ccccc2)CCN(C2CCSCC2)CC1	-2%	i	0	-1%	23	34	-13%	-0.9	38	-3.1%	0%	0.2%
O=P1(N(CCCl)CCCl)NCCCO1 (stereo not given)	9%	·	·	0%	·	·	-4%	0.5	71	-2.5%	4%	5.1%
Cc1ccc(-c2cc(-c3ccc(C)cc3)[n+](-c3ccc(C(=O)O)cc3)c(-c3ccc(C)cc3)c2)cc1	·	·	·	·	·	·	0%	2.5	59	1.2%	·	1.8%
COC(=O)C1=C(c2ccc3ccccc3c2)C[C@@H]2CC[C@H]1N2C(=O)NCCCOC(C)C	·	·	·	·	·	·	-8%	-0.1	60	0.0%	·	0.4%
CN(C)C(=O)Oc1ccc(OCc2n(C)c3ccccc3[n+]2C)cc1	16%	i	19	-4%	2	-5	-4%	0.8	50	2.8%	6%	0.7%[50 µM]
COc1ccc(/C=C2/C(=O)NC(=O)N(Cc3ccco3)C2=O)cc1	43%	i	-5	-5%	-4	-16	·	0.1	98	0.3%	22%	·
O=C1NC(=S)NC(=O)C1C1CCCCC1	-71%	·	·	-4%	·	·	7%	-0.2	52	-1.0%	-7%	0.1%
CN(C(=O)Oc1ccc(C(C)(C)C)cc1)c1ccccc1	-7%	i	-5	1%	16	-7	-8%	4.2	56	5.4%	0%	-0.5%
Cc1cc(/C=C2\C(=O)NC(=O)N(c3cccc(Br)c3)C2=O)c(C)n1C	6%	i	-13	5%	-34	12	9%	4.9	65	0.6%	-16%	2.3%[50 µM]
Cc1cc(OCC(=O)N2CCC(C(=O)O)(c3ccccc3)CC2)c2c(C)cc(=O)oc2c1	21%	·	·	-17%	·	·	-2%	0.3	95	0.4%	-14%	0.4%
COC(=O)C1=C(c2cccc(C#N)c2)C[C@@H]2CC[C@H]1N2C(=O)NC1CCCCC1	·	·	·	·	·	·	-10%	1.7	58	-0.3%	·	1.1%
O=C(COc1ccc(Cl)cc1)N1CCN(C/C=C/c2ccccc2)CC1	-9%	i	33	-7%	44	36	7%	-2.0	49	4.1%	8%	5.3%
CN(C)C(=O)Oc1c(Cl)cc(Cl)c2cccnc12	-13%	i	-2	-10%	-6	8	-1%	0.1	61	1.7%	19%	0.2%
C[C@@H]1O[C@@H](O[C@H]2C[C@@H](O)[C@]3(CO)[C@H]4[C@H](O)C[C@]5(C)[C@@H](C6=CC(=O)OC6)CC[C@]5(O)[C@@H]4CC[C@]3(O)C2)[C@H](O)[C@H](O)[C@H]1O	4%	i	4	-5%	-1	-17	-4%	0.6&-1.1	55&69	1.4%&1.6%	23%	6.8%
O=C(N/N=C\C1C(=O)NC(=S)N(c2ccccc2)C1=O)c1ccc(O)cc1 (stereo not given)	13%	i	1	-7%	-10	-20	-2%	-0.7	105	1.1%	9%	-0.3%
CN1CCN(CC(=O)Nc2ccc(Cl)cc2C(=O)c2ccccc2)CC1	-7%	i	-1	0%	33	11	-7%	1.4	57	0.4%	-4%	0.4%

Reprinted at random: two records from the list
SMILES	AID2073	Autophagy mod	Autophagy mod cell loss 18 h	LYP phosphatase	WT yeast gro inh	WT yeast gro inh mutant strain	NS5 inhibitors	NTR1 ag	NTR1 ag cell count 20 µM	RSV CPE inhibition	GPR35 arrestin U2OS	K1F lysis inhibition	others
COc1ccc(/C=C2/C(=O)NC(=O)N(Cc3ccco3)C2=O)cc1	43%	i	-5	-5%	-4	-16	·	0.1	98	0.3%	22%	·
COC(=O)C1=C(c2ccc3ccccc3c2)C[C@@H]2CC[C@H]1N2C(=O)NCCCOC(C)C	·	·	·	·	·	·	-8%	-0.1	60	0.0%	·	0.4%

The list continues:
SMILES	AID2073	Autophagy mod	Autophagy mod cell loss 18 h	LYP phosphatase	WT yeast gro inh	WT yeast gro inh mutant strain	NS5 inhibitors	NTR1 ag	NTR1 ag cell count 20 µM	RSV CPE inhibition	GPR35 arrestin U2OS	K1F lysis inhibition	others
O=C1NC(=O)C(CCc2ccncc2)(CCc2ccncc2)C(=O)N1Cc1ccccc1	0%	i	-7	-8%	6	-4	2%	3.4	46	0.8%	-15%	-1.8%
OCC1(CO)COC(c2cccnc2)N1 (stereo not given)	-2%	i	2	-2%	3	17	-5%	-1.7	68	1.3%	-2%	0.3%
O=[N+]([O-])c1ccc(NCCO)c2ncccc12	-6%	i	16	0%	-6	-5	-2%	-1.3	75	45%	-8%	2.5%[50 µM]
CC(C)COc1ccc(Cc2c(O)[nH]c(=S)[nH]c2=O)cc1	-17%	·	·	-7%	·	·	·	0.9	51	0.1%	7%	0.1%
CC(C)NC(C)C(=O)c1ccc2ccccc2c1 (stereo not given)	6%	i	-4	-11%	-2	15	2%	1.3	38	-0.9%	-2%	2.1%
COC(=O)C1=Nc2ccccc2/C1=C\c1c(O)n(-c2ccc(OC)cc2)c(=O)[nH]c1=O	20%	i	0	-2%	5	-4	52%	5.9	56	1.1%	11%	1.3%
O=c1[nH]c(=O)n(Cc2ccc(F)cc2)c(O)c1C=NCCCn1ccnc1	3%	i	-6	-9%	42	7	-8%	-0.2	66	0.5%	10%	0.6%	NS5 inhibitors pilot replicate=0.6
COC(=O)C1=C(c2cccc(C#N)c2)C[C@@H]2CC[C@H]1N2C(=O)NCCc1ccccc1	·	·	·	·	·	·	-3%	1.6	49	1.7%	·	0.7%
COC(=O)C1=C(c2ccc3ccccc3c2)C[C@@H]2CC[C@H]1N2C(=O)NCCNC(C)=O	·	·	·	·	·	·	-1%	-1.1	64	0.8%	·	1.6%
CCOC(=O)C1SC2(C(F)(F)F)CC1(O)c1c(C)cc(C)nc1O2 (stereo not given)	-3%	i	-3	3%	-71	-82	-2%	0.3	86	·	1%	-0.9%
